Screening data from PubChem.
T cell modulator = T cell immune modulators affecting CD8 T cell-vesicle binding | 2C CD8+ T cell-vesicle binding, flow cytometry; hits give low values | AID 2052 | calls only at 7 µM | hit rate 0.068% among 330,000;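 active means response, share of CD8 T cells binding vesicles, and their 90th percentile fluorescence all below set limits, cut at about 80% in these data, passing the limit was not always enough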
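Incubation: binding step 1.5 h, 37 °C, antibody labelling 20 min, ice; system: murine 2C transgenic CD8+ T lymphocytes; technique: cytometric PE anti-B7-1 and Alexa647 anti-CD8 signals after 1% paraformaldehyde fixation; also added: QL9-charged Drosophila Ld/ICAM-1/B7-1 vesicles; control set: naked versus QL9-loaded vesicles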
NOD2 inhibition = NOD2 signaling inhibitors, cell-based, luminescence, uHTS, HEK293 (AID 1566); HEK293 NOD2/NF-kB luciferase reporter, luminescence; higher % means a stronger effect; one-dose inhibition, % at 4 µM; EC50 in µM for titrated hits; hit rate 0.63% among 290,000; further: many of its hits are not listed in these tables
NTR1 ag = NTR1-driven beta-arrestin-GFP spot formation – imaging, U2OS cells, high content, primary screen (AID 493036). P30989. hit rate 0.17% among 330,000. activation, % at 20 µM. agonist mode;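 active means activation at or above 40% of the spot to cytoplasm intensity ratio, with at least 20 cells analyzed; inconclusive means wells under 20 cells, flagged as cytotoxic or low count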;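 further: 0% = DMSO without peptide and 100% = 100 nM NTR1 peptide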
Target sequence (P30989 whole entry, looked up): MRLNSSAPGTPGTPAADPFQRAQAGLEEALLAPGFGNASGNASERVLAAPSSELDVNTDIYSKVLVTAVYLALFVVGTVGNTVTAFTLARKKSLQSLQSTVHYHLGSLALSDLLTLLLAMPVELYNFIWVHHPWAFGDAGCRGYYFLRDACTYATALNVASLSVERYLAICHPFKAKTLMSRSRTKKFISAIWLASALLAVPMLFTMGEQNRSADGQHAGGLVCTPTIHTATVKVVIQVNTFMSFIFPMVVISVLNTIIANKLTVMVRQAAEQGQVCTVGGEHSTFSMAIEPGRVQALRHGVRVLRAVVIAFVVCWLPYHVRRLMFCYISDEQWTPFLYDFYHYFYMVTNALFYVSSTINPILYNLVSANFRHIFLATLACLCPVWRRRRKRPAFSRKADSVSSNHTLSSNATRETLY
KOR beta-arrestin-1 = KOR agonists, beta-arrestin recruitment, primary screen, cell-based, luminescence, uHTS (AID 1777) | KOR beta-arrestin recruitment, luminescence; higher % means a stronger effect | one-dose activation, % at 10 µM; EC50 in µM for titrated hits | hit rate 0.02% among 280,000; in the data active means activation above about 50%, passing the limit was not always enough; further: a part of the inactive calls stands beside numbers as strong as those of hits
GPR55 beta-arrestin = selective activators of receptor GPR55 – imaging, U2OS cells, beta-arrestin-GFP redistribution, primary screen (AID 1961); hit rate 0.048% among 290,000; U2OS GPR55 beta-arrestin-GFP redistribution imaging; higher % means a stronger effect; one-dose activation, % at 10 µM; EC50 in µM for titrated hits;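 active means activation above 40% with more than 50 cells counted in the well; inconclusive means wells holding fewer than 50 cells, flagged as toxic or sparse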;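 further: U2OS osteosarcoma cells stably expressing GPR55 and beta-arrestin-GFP; plate controls were DMSO negative control for no effect and LPI positive control for full effect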
GPR55 LPI antagonism = GPR55 antagonists blocking LPI-driven arrestin recruitment, primary screen, imaging, U2OS, beta-arrestin-GFP, LPI agonist (AID 2013); U2OS GPR55 beta-arrestin-GFP translocation imaging, LPI antagonism; higher % means a stronger effect; one-dose inhibition, % at 10 µM; IC50 in µM for titrated hits; hit rate 0.13% among 290,000;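 active means spots per cell inhibited over 60%, with over 100 cells counted and total cytoplasm intensity under 500,000; inconclusive means wells with under 100 cells, flagged as likely toxic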;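 further: U2OS cells stably carrying GPR55 and arrestin-GFP stimulated by 5 µM LPI near EC80; imaged beta-arrestin-GFP aggregate spots per cell after agonist stimulation; plate controls were LPI-stimulated DMSO wells for no effect and DMSO wells without LPI for full effect; some results filed as inactive read as strong as hits; confirmed hits need IC50 under 10 µM and bright autofluorescent wells are also inconclusive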
NOD1 inhibition = inhibition of NOD1-driven NF-kB reporter – cell-based, luminescence, uHTS, primary screen (AID 1578). NOD1-driven NF-kB luciferase reporter cells, luminescence; higher % means a stronger effect. one-dose inhibition, % at 4 µM; EC50 in µM for titrated hits. hit rate 1% among 290,000; in the data active means inhibition mostly above about 36%, no sharp cut-off; inactive means mostly below about 34%;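 further: HEK-293T reporter cells stimulated with the NOD1 agonist gamma-tri-DAP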
Myeloid diff MLP = compounds promoting myeloid differentiation; ER-HoxA9 myeloid progenitors, lysozyme-GFP differentiation, flow cytometry; calls only at 10 µM; hit rate 1% among 360,000; AID 624256;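 active means normalized GFP-positive differentiation at or above the plate's own cutoff, the solvent-only control mean plus 3 SD; inconclusive means no clear call, values can overlap the other calls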;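 further: cells exposed to compound for four days before flow analysis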
KOR beta-arrestin-2 = KOR antagonists, beta-arrestin recruitment, cell-based, luminescence, uHTS (AID 1778); inhibition, % at 10 µM, or IC50 in µM where a hit was titrated; hit rate 0.091% among 290,000; KOR beta-arrestin recruitment, luminescence, antagonist mode; higher % means a stronger effect; further: strong numbers were not always called active
T cell modulator vesicle-bound % = second read-out of T cell modulator, no call of its own (marks repeat the call); double positive events, %; measured here: CD8+ vesicle-bound cell fraction;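 binding gate set so that unloaded-vesicle control wells show 10% double positive cells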
NTR1 ag cell count 20 µM = recorded beside NTR1 ag, whose call it bears; cell count; measured here: cell count, cytotoxicity flag
Myeloid diff MLP GFP+ MAC1+ % = also measured in Myeloid diff MLP; calls as there; GFP+ MAC1+ double positive, %; measured here: differentiation confirmed by MAC1 staining
* marks the source's active call; other numbers are inactive results; i = inactive; ? = inconclusive; . = no result given; & = joins results of further samples; [ ] = remark or other dose. Unless noted, no stated cut-off is given here; in the data, active means inhibition above about 50%; inactive means the rest. An excerpt; rates above refer to the full screens.

SMILES | T cell modulator | T cell modulator vesicle-bound % | NOD2 inhibition | NTR1 ag | NTR1 ag cell count 20 µM | KOR beta-arrestin-1 | GPR55 beta-arrestin | GPR55 LPI antagonism | NOD1 inhibition | Myeloid diff MLP | Myeloid diff MLP GFP+ MAC1+ % | KOR beta-arrestin-2
Oc1ccc2ccccc2c1/C=N/Nc1ccccc1 | i | 39 | -63% | 2.1 | 38 | -3.4% | 0.6% | 15% | -39% | i | 0.1 | -2%
COc1ccc2c(c1)C1CC(C)(NC(=O)C1S(=O)(=O)c1ccc(F)cc1)O2 (configuration not stated) | i | 44 | 0% | 0.6 | 38 | 2.2% | 0.3% | -1% | -14% | i | 0.5 | 4%
CC(C)(C)CC(C)(C)NC(=O)/C=C/C(=O)O | i | 36 | 19% | 0.6 | 46 | 2.8% | -0.3% | -6% | -12% | i | 1.2 | 28%
COC(=O)c1ccccc1NC(=O)CN1CCC(C(=O)c2ccc3c(c2)OCCO3)CC1 | i | 22 | 8% | 2.6 | 60 | 1.2% | 0.3% | -3% | -6% | i | 0.6 | -2%
C/C(=C/C#N)Nc1ccc(C)cc1 | i | 38 | -7% | 0.7 | 63 | -4.5% | -0.1% | 5% | -22% | . | . | -6%[20 µM]
COc1ccc(-c2csc(N3CCN(S(=O)(=O)c4ccc5c(c4)NC(=O)CO5)CC3)n2)cc1 | i | 8 | 35% | 6.7 | 54 | 6.5% | -0.1% | 5% | -17% | i | 0.9 | 14%
CCc1nnc(NC(=O)COc2ccc3ccccc3c2)s1 | i | 22 | -30% | 2.8 | 51 | -4.7% | ? | 4% | -39% | i | 0.5 | -16%
CCCOc1ccc(/C=C/C(=O)Nc2ccc([N+](=O)[O-])cc2C)cc1OC | i | 22 | -8% | 7.2 | 97 | 3.2% | -0.1% | -11% | 2% | i | 0.6 | -12%
Cc1nn(-c2ccccc2)c2sc(-c3nnc(SCC(=O)O)o3)cc12 | i | 43 | -85% | 0.1 | 42 | -0.2% | 0.0% | -2% | -28% | i | 1.3 | -30%
CC(=O)N1CCN(CC(=O)Nc2ccccc2Sc2ccccc2)CC1 | i | 45 | 21% | 3.3 | 49 | 0.9% | -0.3% | 79% | -4% | i | 0.8 | 6%
CCCC(=O)Nc1ccc(Cl)c(NC(=S)NC(=O)c2ccco2)c1 | i | 18 | 1% | 0.4 | 50 | -3.3% | 0.0% | 10% | -10% | i | 0.0 | -2%
COC(=O)c1cnc(Oc2ccc(NC(=O)NC(=O)c3c(F)cccc3F)cc2)cc1C(F)(F)F | i | 45 | 6% | 2.4 | 45 | 3.0% | -0.1% | 18% | -3% | i | 1.2 | -27%
COC(=O)Cc1[nH]nc2c1C1(C(=O)N(Cc3ccc(Cl)cc3)c3ccccc31)C(C#N)=C(N)O2 (configuration not stated) | i | 49 | 8% | 3.4 | 61 | -3.7% | 0.2% | 4% | 4% | i | 0.5 | -6%
CCCN1CNC(=S)N(c2ccccc2OCC)C1 | i | 42 | 2% | -0.1 | 53 | 0.2% | 0.2% | -4% | -21% | i | 0.7 | 13%
COc1cc(/C=N/Nc2nc(C)cc(C)n2)ccc1OC(=O)c1ccco1 | i | 28 | 20% | 1.2 | 64 | -0.2% | 0.3% | -1% | -22% | i | 0.3 | 16%
CCOC(=O)/C(=N\Nc1ccccc1Cl)N(C)C1CCS(=O)(=O)C1 (configuration not stated) | i | 20 | -4% | 3.4 | 41 | -7.5% | -0.4% | -6% | -31% | i | 0.9 | 1%
CCC(C)(C)n1nnnc1C(c1ccc(Cl)cc1)N1CCN(C)CC1 (configuration not stated) | i | 34 | 20% | -0.8 | 69 | . | -0.1% | -15% | -16% | i | 0.8 | 6%
COc1ccc(C(=O)NC(=S)Nc2ccc(N3CCOCC3)cc2)cc1Cl | i | 30 | 14% | 4.1 | 46 | -2.2% | 0.2% | 8% | 0% | i | 1.2 | -53%
Cc1[nH]c(=O)[nH]c(=O)c1/C=N\NC(=O)CCc1ccc(OC(C)C)cc1 | i | 55 | -2% | -0.9 | 97 | -0.4% | 0.2% | 4% | -38% | . | . | -3%
CCOc1ccc(C(=O)NC(=S)Nc2ccc(N3CCC(C)CC3)cc2)cc1[N+](=O)[O-] | . | . | 15% | . | . | -12% | 0.1% | -3% | 38% | i | 1.4 | -7%
CCN(CC)S(=O)(=O)c1ccc(NC(=S)Nc2ccccc2)cc1 | i | 18 | -16% | 1.9 | 57 | 3.9% | -0.1% | 3% | -13% | i | 0.3 | 10%
CCN(CC)C(=O)CSc1ncnc2c1nnn2-c1ccc(F)cc1 | i | 38 | 15% | 0.1 | 52 | -5.3% | -0.1% | 1% | 5% | i | 1.2 | 9%
CCc1ccc(OCC(=O)N(C)C)c(Br)c1 | i | 5 | -1% | 0.7 | 54 | -3.5% | 0.0% | -8% | -10% | i | 5.6 | 1%
CS(=O)(=O)c1ccc(Cl)c(NC(=O)c2cccc(Br)c2)c1 | i | 56 | 7% | -0.4 | 62 | 2.7% | 0.6% | 3% | -24% | i | 0.6 | -41%
Cc1cnc(NC(=O)C2=C(O)c3ccccc3S(=O)(=O)N2C)s1 | i | 17&29&26&58 | 9%&13% | -1.1&-1.5&-0.6&0.3 | 57&58&46&72 | 2.7%&-3.2% | 0.1%&0.3% | -5%&0% | -16%&10% | i | 1.6&4.1&1.6&1.1 | 8%
CC(C)C(=O)Nc1nnc(-c2ccccc2)o1 | i | 27 | 2% | -0.9 | 45 | -3.2% | 0.3% | 0% | -9% | i | 2.1 | -13%
CCOC(=O)CCc1c(C)c2ccc(OC3CCCCC3=O)c(C)c2oc1=O (configuration not stated) | i | 18 | -16% | 0.0 | 87 | 3.0% | -0.1% | 4% | -4% | i | 0.2 | 18%
Cc1noc(/C=C/N(C)C)c1S(=O)(=O)N1CCCC(C(=O)NC(C)c2ccccc2)C1 (configuration not stated) | i | 16 | 9% | 1.8 | 51 | 6.5% | -0.1% | -15% | 15% | i | 6.1 | 9%
O=C(CSc1nc(O)c(Cc2ccccc2)c(=O)[nH]1)c1ccccc1 | i | 26 | 15% | -0.2 | 57 | -2.8% | 0.3% | 4% | 4% | i | 0.2 | 7%
C/C(Cn1cnc([N+](=O)[O-])n1)=N\NC(=O)c1ccc(Br)cc1 | i | 55 | 6% | 1.8 | 82 | 6.9% | 0.1% | -3% | -2% | i | 0.3 | 1%
CC(C)c1ccc(N2C(=O)CC(NNC(=O)c3ccccc3Cl)C2=O)cc1 (configuration not stated) | i | 31 | 10% | 0.3 | 56 | -2.5% | -0.3% | -5% | -16% | i | 0.7 | 18%
CCOc1ccc(NC(=S)N2CCN(S(=O)(=O)c3ccc(OC)cc3)CC2)cc1 | i | 54 | 1% | 2.1 | 71 | -3.0% | -0.1% | 6% | -27% | i | 1.2 | 23%
O=C(C/C=N\OCc1ccc([N+](=O)[O-])cc1)Nc1ccc(Br)cc1 | i | 58 | -4% | 1.1 | 46 | 0.0% | -0.1% | -4% | -20% | i | 0.5 | -79%[20 µM]
NC(=O)c1cccnc1Nc1ccccc1Cl | i | 66 | 13% | -0.1 | 71 | 0.9% | -0.2% | -5% | -4% | i | 0.4 | 3%
Cc1cc(C)n(-c2nc3c(c(=O)[nH]c(=O)n3C)n2Cc2cccc(Br)c2)n1 | i | 8 | 16% | 0.7 | 51 | -2.9% | 0.2% | -6% | 14% | i | 0.8 | 6%
COc1ccccc1Nc1nc(NCCO)nc(N)c1[N+](=O)[O-] | i | 40 | 14% | -0.8 | 53 | -2.3% | -0.1% | -12% | -6% | i | 0.3 | 14%
C=CCc1ccc(OCC(O)CN2CCCCC2C)c(OC)c1 (configuration not stated) | i | 13 | -22% | -0.8 | 41 | 0.0% | 0.6% | -3% | -22% | i | 0.3 | -13%
CC(C)C(C(=O)NCc1ccccc1)N(CC1CCCO1)C(=O)CNS(=O)(=O)c1ccccc1 (configuration not stated) | i | 38 | -10% | 3.3 | 59 | 2.5% | -0.4% | -4% | -11% | i | 0.4 | -3%
COc1ccc(CCNC(=O)CCC(=O)N2CCOc3ccc(C)cc32)cc1OC | i | 42 | 11% | 1.3 | 62 | 0.6% | -0.1% | -5% | 10% | i | 3.1 | -7%[20 µM]
O=c1cc(N2CCN(c3cccc(Cl)c3)CC2)[nH]c(=O)n1C1CCCCC1 | i | 42 | -43% | 1.1 | 49 | 0.8% | -0.1% | 0% | -18% | i | 0.5 | 5%
Cc1cc(=O)n(-c2ccc(O)cc2)[nH]1 | i | 48 | -1% | 0.6 | 34 | -3.2% | -0.1% | 7% | -21% | i | 0.5 | -7%
CCCNC(=O)CS(=O)(=O)Cc1nc(-c2cccc(OC)c2)oc1C | i | 24 | 15% | 4.7 | 44 | -6.2% | 0.6% | 1% | -14% | i | 1.5 | 21%
CCn1nnnc1NCc1c(OC)ccc2ccccc12 | i | 25 | -5% | 2.4 | 62 | -3.7% | 0.0% | 13% | -25% | i | 0.3 | -11%
O=C(O)c1cccc2c1C(=O)N(C1CCCC1)C2 | i | 63 | 17% | 1.7 | 54 | -3.1% | -0.2% | -11% | -25% | i | 1.1 | 4%
Cc1cc(CNC(=O)CCc2nnc(CCCCc3ccccc3)o2)nn1C | i | 57 | 2% | -1.0 | 84 | -2.1% | 0.2% | 8% | -31% | i | 0.1 | -10%
COc1ccc(CN2C(=O)CSCC2=O)cc1OC | i | 25 | 0% | 0.4 | 96 | -0.4% | 0.0% | 6% | -6% | i | 0.5 | 16%
O=C(Nc1ccc(F)cc1)c1ccc2nsnc2c1 | i | 16 | -21% | 0.9 | 64 | -4.8% | 0.0% | 2% | 2% | i | 0.6 | -8%
NC(=O)C1CCN(C2CC(=O)NC2=O)CC1 (configuration not stated) | i | 60 | 10% | 3.0 | 47 | -4.0% | 0.1% | 13% | -15% | i | 0.7 | 16%
O=C(/C=C\Nc1ccc(Br)cc1)c1cccnc1 | i | 52 | -128% | -1.3 | 45 | 0.1% | -0.3% | 3% | -80% | i | 0.3 | -14%
